PriA SSB inh: inhibitors of Klebsiella pneumoniae PriA binding to SSB C-terminal tail, primary screen, biochemical, AlphaScreen | PriA–SSB C-terminal tail interaction (Klebsiella pneumoniae) | AlphaScreen SSBct-PriA binding, biotinylated peptide | inhibition, % at 33 µM | 430,000 tested, 0.6% active; in the data active = inhibition mostly above about 37%, no sharp cut-off; inactive = mostly below about 20%;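 note: plate controls were negative control peptide for no effect and reference peptide for full effect; strong numbers were not always called active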
Y pestis TopoI: Yersinia pestis topoisomerase I inhibitors, primary screen, biochemical, cleavage product accumulation, plate reader, single point | Y. pestis Topo-I cleavage product accumulation | activity, % at 10 µM | 360,000 tested, 0.064% active; in the data active = activity above about 50%, passing the limit was not always enough; note: inactives centre near 2
DUSP3 inh: VHR1 phosphatase inhibitors, primary screen, biochemical, absorbance, uHTS; Dual specificity protein phosphatase 3 (Homo sapiens), P51452; inhibition, % at 13.3 µM; AID 1654, 2009; recombinant VHR phosphatase, pNPP absorbance; 290,000 tested, 0.52% active; in the data active = inhibition above about 50%; note: some compounds called inactive have numbers as strong as hits
Target sequence (P51452 whole entry, looked up): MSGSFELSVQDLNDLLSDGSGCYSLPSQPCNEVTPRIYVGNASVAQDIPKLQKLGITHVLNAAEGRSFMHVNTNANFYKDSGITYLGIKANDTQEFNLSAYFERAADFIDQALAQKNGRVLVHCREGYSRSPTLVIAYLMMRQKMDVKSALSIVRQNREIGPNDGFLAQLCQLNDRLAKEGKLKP
TcdB GH inh: TcdB glycohydrolase inhibitors, primary screen, biochemical, single point, plate reader | TcdB glycohydrolase enzymatic assay | inhibition, % at 9.99 µM | 350,000 tested, 0.24% active | Toxin B (Clostridioides difficile), P18177; in the data active = inhibition above about 10%
PfHsp40 yeast: rescue of yeast from PfHsp40 toxicity, primary screen, S. cerevisiae, ATP luminescence. S. cerevisiae expressing PfHsp40, growth rescue. growth rescue, % at 12.5 µM. 340,000 tested, 0.68% active. AID 504582, 2011; in the data active = growth rescue above about 28%, passing the limit was not always enough;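 note: yeast W303a lacking pdr1 and pdr3 grown in galactose medium; growth measured after three days at 30 °C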
MazEF act: activators of E. coli MazEF toxin-antitoxin RNase, primary screen, biochemical, fluorescence, uHTS; FAM/BHQ RNA-DNA oligo cleavage fluorescence, 5 h; Endoribonuclease toxin MazF (Escherichia coli (strain K12)), P0AE70; activation, % at 20 µM; AID 504720, 2011; 350,000 tested, 0.32% active; in the data active = activation above about 50%
Target sequence (P0AE70 whole entry, looked up): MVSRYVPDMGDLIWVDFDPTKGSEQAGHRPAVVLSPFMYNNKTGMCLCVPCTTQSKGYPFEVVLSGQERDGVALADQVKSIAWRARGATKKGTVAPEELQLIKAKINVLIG
Vc quorum ag: inducers of Vibrio cholerae quorum light production without autoinducers, primary screen, BH1578 luxS cqsA deficient, single point. V. cholerae BH1578 lux reporter, luminescence, 6 h. activation, % at 18.7 µM. 350,000 tested, 0.16% active. AID 588436, 2011; in the data active = activation mostly above about 9.7%, no sharp cut-off; note: not every result past the cut was called active; inactives centre near 0; reference of the scale not given here
3CLpro inhibitor: SARS-CoV 3CLpro protease inhibitors, primary screen, biochemical, quenched FRET | Replicase polyprotein 1ab (Severe acute respiratory syndrome coronavirus), P0C6X7 | recombinant SARS-CoV 3CLpro, quenched FRET peptide cleavage | inhibition, % at 6 µM | 290,000 tested, 0.14% active; in the data active = inhibition above about 12%
Anthrax LF inh2: Bacillus anthracis LF protease inhibitors, primary screen, biochemical, multiplex microsphere, MLPCN library | inhibition, % at 10 µM | AID 588501, 2011 | 360,000 tested, 0.12% active | multiplex microsphere protease cleavage assay | Lethal factor (Bacillus anthracis), P15917; in the data active = inhibition above about 30%; note: plate controls were buffer without enzyme for full effect and enzyme alone for no effect
Rv3671c inh: Rv3671c serine protease inhibitors, primary screen, biochemical, fluorescence polarization, M. tuberculosis H37Rv | P9WHR9 | inhibition, % at 5.96 µM | 320,000 tested, 0.048% active | AID 2606, 2010; in the data active = inhibition above about 38%;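 note: extracellular domain of Rv3671c used as enzyme; 0% = enzyme with DMSO and 100% = no enzyme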
Target sequence (P9WHR9 whole entry, looked up, the tested form may be a part): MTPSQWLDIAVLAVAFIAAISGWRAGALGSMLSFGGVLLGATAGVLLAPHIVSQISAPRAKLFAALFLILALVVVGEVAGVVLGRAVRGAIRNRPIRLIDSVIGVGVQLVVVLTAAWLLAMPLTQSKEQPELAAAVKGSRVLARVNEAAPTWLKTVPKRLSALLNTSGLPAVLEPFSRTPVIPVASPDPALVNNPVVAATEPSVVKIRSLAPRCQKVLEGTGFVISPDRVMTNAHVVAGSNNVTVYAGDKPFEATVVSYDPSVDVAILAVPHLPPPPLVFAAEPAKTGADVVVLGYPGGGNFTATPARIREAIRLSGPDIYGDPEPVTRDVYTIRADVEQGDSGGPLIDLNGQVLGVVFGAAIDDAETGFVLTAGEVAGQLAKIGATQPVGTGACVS
Numbers without * were called inactive; i = inactive; . = not tested or not shown; & = joins results of further samples.

SMILES	PriA SSB inh	Y pestis TopoI	DUSP3 inh	TcdB GH inh	PfHsp40 yeast	MazEF act	Vc quorum ag	3CLpro inhibitor	Anthrax LF inh2	Rv3671c inh
OC(CNc1nc2ccccc2s1)c1ccccc1 (stereo not drawn)	-26	-7	10	.	1.2	-1	-0.6	0	3	3
CC(C)(C)NC(=O)CN(Cc1cccnc1)C(=O)c1csnn1	1	0	22	.	-0.6	-2	.	6	-15	-6
O=C(NCc1nc(-c2ccc(C(F)(F)F)cc2)no1)Nc1cc(Cl)cc(Cl)c1	-5	-4	25	0.9	1.5	11	-0.6	2	.	-110
Cc1cc(=O)[nH]c(NN=C2C3CC4CC(C3)CC2C4)n1	6	-1	-2	-2.3	0.4	-16	-0.3	2	2	-5
COc1ccc(CC2(CO)CCN(Cc3cc4ccccc4o3)CC2)cc1	5	21	0	4.4	-0.3	1	-0.2	0	-7	-7
Cn1cc(Cl)c(C(=O)Nc2cnn(Cc3ccc(F)cc3)c2)n1	3	0	-5	-1.5	-0.2	2	-0.3	1	-3	3
CCn1c(NCc2cc(Br)ccc2NS(=O)(=O)c2ccc(C)cc2)nc2ccccc21	6	1	27	.	2.0	-2	0.5	-6	2	-42
O=[N+]([O-])c1cc(-c2nnc(Nc3ccc(O)cc3)c3ccccc23)ccc1N1CCOCC1	-7	-15	48	-1.4	0.4	9	-0.4	1	-2	6
CCOC(=O)COc1ccccc1-c1ccno1	-6	3	11	.	0.5	0	i	5	-3	-5
CCC(C(=O)N1CCN(S(=O)(=O)c2ccc(F)cc2)CC1)c1ccccc1 (stereo not drawn)	-20	6	.	-4.1	1.4	11	i	.	-1	-5
O=C(Nc1ccccc1C(=O)N/N=C/c1ccco1)c1ccc(F)cc1	.	0	-11	.	-0.6	0	-0.3	-2	2	-16
CCN(CC(=O)Nc1ccc(OC)cc1)C(=O)c1cc([N+](=O)[O-])ccc1N1CCOCC1	-6	-3	.	-3.1	0.7	4	-1.2	.	-5	5

Other structures
SMILES	PriA SSB inh	Y pestis TopoI	DUSP3 inh	TcdB GH inh	PfHsp40 yeast	MazEF act	Vc quorum ag	3CLpro inhibitor	Anthrax LF inh2	Rv3671c inh
COCC(=O)/C=C1\Sc2ccccc2N1C	-6	6	-19	1.6	1.3	-8	3.9	-2	3	-12
CN(C(=O)COC(=O)CNC(=O)c1ccc(C(C)(C)C)cc1)c1c(N)n(Cc2ccccc2)c(=O)[nH]c1=O	-2	22	.	1.3	-0.1	5	i	.	.	7
COc1cccc(-c2nnc(NC(=O)c3cccs3)s2)c1	15	-2	17	0.0	-1.0	-8	i	7	-5	-22
COc1cc(CC(=O)Nc2ccc(N3CCOCC3)cc2)cc(OC)c1OC	-12	6	23	0.5	-1.5	12	-0.5	1	-4	11
Cc1cccc(C)c1NC(=O)CN(C)C(=O)C1CC(=O)N(c2cccc3ccccc23)C1 (stereo not drawn)	1	-6	.	-0.1	-1.0	-8	-3.1	.	-10	-2
O=C(N/N=C/c1cccnc1)c1cc(-c2ccc(Br)cc2)nc2ccccc12	.	19	7	1.1	2.5	-2	-0.2	0	0	.
Cc1nc2nc(C(F)(F)F)[nH]c2nc1C	.	-6	.	0.8	.	6	i	.	-7	.
COc1ccc(-c2ccc(N(C)C)cc2)cc1[C@H]1[C@@H]2C=CCC[C@@]2(C)C(=O)N1Cc1ccccc1	8	-11	22	-2.2	0.3	1	i	.	-10	0
Cc1nn(CC2CC2)c(=O)n1-c1cccc(Cl)c1	3	2	15	2.4	-0.1	7	i	-2	-1	0
O=C(COc1ccc(Oc2ccccc2)cc1)NCc1cn2ccccc2n1	4	-9	31	1.9	-0.2	-2	-0.3	-1	-1	-1
CCNc1nc(SCC(=O)Nc2ccccc2)nc(N2CCOCC2)n1	-4	-2	4	0.5	-1.4	9	-0.5	-5	-4	-5
CCC(C)/C=C(C)/C=C/C1=CC2=C(Cl)C(=O)C(C)(OC(C)=O)C(=O)C2=CO1 (stereo not drawn)	45*	24	16	.	-0.2	-9	1.2	1	-9	-8

Continued.
SMILES	PriA SSB inh	Y pestis TopoI	DUSP3 inh	TcdB GH inh	PfHsp40 yeast	MazEF act	Vc quorum ag	3CLpro inhibitor	Anthrax LF inh2	Rv3671c inh
CN(C)S(=O)(=O)N1CCN(c2ccc([N+](=O)[O-])cc2)CC1	6	9	2	0.5	-0.1	-2	-0.2	1	0	4
COc1ccc(NC(=O)CCNS(=O)(=O)c2ccc3c(c2)CC(C)N3C(=O)C2CC2)cc1 (stereo not drawn)	4	3	-2	2.9	-1.1	12	-0.3	-1	-2	14
Nc1ccn(C2OC(COP(=O)(O)O)C(O)C2O)c(=O)n1 (stereo not drawn)	0&-13	-6	.	2.2	17	10	-1.0	.	-6	.
CCc1cccc(CC)c1NC(=O)C1SC(=Nc2ccccc2C)C(c2nc3ccccc3s2)=C1N (stereo not drawn)	1	4	18	.	12	0	0.1	0	0	-86
CCC(C)n1c(SCC(=O)Nc2cc(C(C)(C)C)nn2-c2ccccc2)nc2ccccc2c1=O (stereo not drawn)	7	17	-2	0.9	0.0	1	i	3	2	-12
CC(=O)NC1(c2ccc(F)cc2)CCN(C(=O)Nc2ccc(F)cc2F)CC1	-7	4	20	.	1.5	4	i	2	-2	-8
COc1cc(/C=C2\C(=O)N(C)C(=S)N2C)ccc1O	-3	-1	-8	-17	-0.8	-55	-0.1	-4	2	-7
CC(C)Nc1nc(Nc2ccc(C#N)cc2)c2sccc2n1	.	-20	.	1.2	.	.	-0.6	.	-3	.
c1ccc(OCCNc2ccn3nc(-c4ccccc4)cc3n2)cc1	.	3	.	-0.4	.	.	-0.3	.	-2	.
CC1CCN(S(=O)(=O)c2ccc(C(=O)NNC(=O)C3CC3)cc2)CC1	-1	7	30	-1.8	124*	-19	i	9	-2	3
Cn1c(=O)c2c(ncn2CC(=O)OCC(=O)Nc2ccc(F)cc2Cl)n(C)c1=O	1	5	.	0.5	-0.6	4	-7.1	.	-5	-1
O=[N+]([O-])c1ccc(N/N=C/c2cccc(O)c2)cc1	.	-33	-5	6.9	10	8	i	1	-6	7

One compound at a time (already shown). Screens in order: PriA SSB inh | Y pestis TopoI | DUSP3 inh | TcdB GH inh | PfHsp40 yeast | MazEF act | Vc quorum ag | 3CLpro inhibitor | Anthrax LF inh2 | Rv3671c inh
`COc1cc(CC(=O)Nc2ccc(N3CCOCC3)cc2)cc(OC)c1OC` across the screens: -12 | 6 | 23 | 0.5 | -1.5 | 12 | -0.5 | 1 | -4 | 11
`CN(C(=O)COC(=O)CNC(=O)c1ccc(C(C)(C)C)cc1)c1c(N)n(Cc2ccccc2)c(=O)[nH]c1=O` across the screens: -2 | 22 | . | 1.3 | -0.1 | 5 | i | . | . | 7
`COc1ccc(-c2ccc(N(C)C)cc2)cc1[C@H]1[C@@H]2C=CCC[C@@]2(C)C(=O)N1Cc1ccccc1` across the screens: 8 | -11 | 22 | -2.2 | 0.3 | 1 | i | . | -10 | 0
`CN(C)S(=O)(=O)N1CCN(c2ccc([N+](=O)[O-])cc2)CC1` across the screens: 6 | 9 | 2 | 0.5 | -0.1 | -2 | -0.2 | 1 | 0 | 4

Next part:
SMILES	PriA SSB inh	Y pestis TopoI	DUSP3 inh	TcdB GH inh	PfHsp40 yeast	MazEF act	Vc quorum ag	3CLpro inhibitor	Anthrax LF inh2	Rv3671c inh
OC(c1cccc(Cl)c1)c1nc(-c2csc3ccccc23)cs1 (stereo not drawn)	.	1	.	-0.1	.	.	-0.7	.	-6	.
CCCNC(=O)COC(=O)c1cc2c(=O)n3ccccc3nc2s1	-8	-4	1	.	0.7	-5	-0.3	3	-1	7
O=C(COC(=O)C1=Cc2ccccc2OC1)NCc1ccco1	-9	10	-10	0.5	-0.7	4	-0.3	3	-1	2
O=C(/C=C/c1ccccn1)c1ccc(Br)cc1O	-1	-1	-1	0.4	-0.5	12	-0.3	8	1	-12
CCc1ccc(C(=O)CN2C(=O)NC(C)(c3ccc(C)cc3)C2=O)cc1 (stereo not drawn)	-12	13	12	0.0	0.3	2	-0.9	1	-5	-5
COc1ccc(CN(C(=O)c2nsc(Cl)c2Cl)C(C(=O)NC2CCCCC2)c2ccc(OC)cc2)cc1 (stereo not drawn)	0	29	21	.	-0.3	-15	i	-1	-1	-31
CCOC(=O)[C@@H]1[C@H]2COc3ccc(Br)cc3[C@@H]2N2C(=O)N(c3ccc(Br)cc3)C(=O)[C@@]12C	-9	-10	.	1.1	-0.3	5	-0.4	.	-9	-5
COc1ccc(OC)c(S(=O)(=O)Nc2ccc(-c3ccc4nncn4n3)cc2)c1	1&-15	-4	.	2.2	0.1	4	i	.	-4	-4
COC(=O)Cc1nc(NC(=O)c2cccs2)sc1C	0	23	16	.	1.2	-7	-8.3	2	-15	1
CC(C)(C)NS(=O)(=O)c1ccc(OCC(=O)NCC2CCCO2)cc1 (stereo not drawn)	-15	-6	.	1.6	0.8	-2	-2.9	.	2	0
O=C1CC(=O)N(CCc2ccccc2)C(=O)N1CCc1ccccc1	-4	8	14	.	-0.1	5	-1.4	-1	-2	-12
NS(=O)(=O)c1ccc(CCNCc2cccs2)cc1	-6	1	14	0.4	-1.1	8	0.2	-5	-1	-2

Some of the entries above, reformatted.
The line under a structure holds: PriA SSB inh | Y pestis TopoI | DUSP3 inh | TcdB GH inh | PfHsp40 yeast | MazEF act | Vc quorum ag | 3CLpro inhibitor | Anthrax LF inh2 | Rv3671c inh
> CC1CCN(S(=O)(=O)c2ccc(C(=O)NNC(=O)C3CC3)cc2)CC1
    -1 | 7 | 30 | -1.8 | 124* | -19 | i | 9 | -2 | 3
> COc1ccc(NC(=O)CCNS(=O)(=O)c2ccc3c(c2)CC(C)N3C(=O)C2CC2)cc1 (stereo not drawn)
    4 | 3 | -2 | 2.9 | -1.1 | 12 | -0.3 | -1 | -2 | 14

Remaining list, next part.
SMILES	PriA SSB inh	Y pestis TopoI	DUSP3 inh	TcdB GH inh	PfHsp40 yeast	MazEF act	Vc quorum ag	3CLpro inhibitor	Anthrax LF inh2	Rv3671c inh
Cc1ccc(C(=O)/C=C/c2cc(C#N)n(C)c2C)cc1	6	3	28	0.0	1.9	9	-9.4	-5	-6	-17
Cc1nc(C(F)(F)F)ccc1C(=O)N1CCC1(C)C(=O)Nc1ccc2c(c1)OCO2 (stereo not drawn)	.	-4	.	0.0	.	.	-0.4	.	-6	.
CCc1nn(CCCC(=O)N2CCc3ccccc3C2)c(=O)c2cc3occc3n12	-11	17	25	.	0.5	1	0.8	-2	0	0
O=C(NCCCN1CCOCC1)C1COc2ccccc2O1 (stereo not drawn)	-2	-4	-1	.	-0.8	3	i	2	-2	-7
NNC(=O)c1ccc(COc2cccc3ccccc23)o1	-2	6	20	1.2	10	0	i	7	.	-23
O=C(c1ccc(CSc2ccc(Cl)cc2)cc1)N1CCCC1	-14	37	18	0.4	0.6	-3	.	-4	-1	-1
CCOc1ccc(S(=O)(=O)N2CCC(C(=O)NCc3ccncc3)CC2)cc1Cl	-20	0	3	0.7	0.4	6	-0.1	-3	2	-4
CC(C)(C)n1nnnc1CN1CCC(NC(=O)NC2CCCCC2)CC1	-8	-3	-4	.	1.0	3	i	-4	1	-2

Bioassay records (PubChem)

Some of the compounds tested. The share of hits here may be higher or lower than overall.
